# MsrA act: activates bovine MsrA enzyme | purified bovine MsrA, absorbance read-out | activation, % at 10.6 µM | 0.3% of 360,000 active | AID 602163; in the data active = activation above about 7.5%;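 also: 0% = vehicle and 100% = reference activator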
# MsrA inhibitor: bovine MsrA inhibition | purified bovine MsrA, absorbance read-out | inhibition, % at 15.5 µM | 0.75% of 360,000 active; in the data active = inhibition above about 4.5%;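 also: 0% = vehicle wells with enzyme and 100% = reference inhibitor wells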
# FAS TE block: inhibitors of human fatty acid synthase thioesterase domain. P49327. recombinant FAS-TE, OMFH fluorogenic substrate, fluorescence endpoint. inhibition, % at 15 µM. 0.67% of 360,000 active. AID 602261;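 active = compounds whose normalised, plate-corrected inhibition of enzyme fluorescence in the single-dose primary screen is 50% or more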;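 also: 0% = DMSO with enzyme and 100% = substrate without enzyme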
# E coli Lon inh: E. coli protease La inhibition. inhibition, % at 7.94 µM. purified E. coli Lon protease, fluorescence polarization. 0.42% of 360,000 active. P0A9M0. AID 602123; in the data active = inhibition above about 13%, passing the limit was not always enough;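 also: 0% = enzyme with probe and DMSO and 100% = no enzyme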
# PABP1 MLLE inh: blocks PAM2 peptide binding to the PABP1 MLLE domain; 0.36% of 360,000 active; AID 588489; inhibition, % at 20 µM; GST-MLLE / FITC-PAM2 fluorescence polarization; in the data active = inhibition above about 35%, passing the limit was not always enough;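 also: plate controls were DMSO wells with GST-MLLE for no effect and wells lacking GST-MLLE protein for full effect; some results filed as inactive read as strong as hits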
# MT1-MMP act inh: inhibitors of human MT1-MMP activation | GFP/RFP ratio change, % at 20 µM | AID 651647 | 0.061% of 360,000 active | P50281 | HT1080 RFP-PRO-GFP cells, GFP/RFP ratio fluorescence, overnight; percent of plate control window, DMSO zero;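 active = GFP/RFP ratio change of at least 30% with cell ATP level not reduced by more than half and red fluorescence within 50% of control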; also: strong numbers were not always called active
#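 Compound: 20 µM single dose, 1% DMSO / System: HT1080 RFP-PRO-GFP cells / Controls: DMSO and RFP-L50D-GFP cell wells / Read-out basis: GFP/RFP fluorescence ratio / Schedule: overnight compound exposure at 37 °C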
# CendR NRP1 mod: alters CendR peptide binding to human NRP-1 | O14786 | FAM-RPARPAR peptide binding to NRP-1, fluorescence polarization | inhibition, % at 25 µM | 0.85% of 360,000 active | AID 602438;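 active = inhibition or corrected inhibition above about 18%, plus a signal ratio from 0.5 to 1.5, limit read from the data, passing the limit was not always enough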; also: strong numbers were not always called active
# Target sequence (O14786 whole entry, looked up): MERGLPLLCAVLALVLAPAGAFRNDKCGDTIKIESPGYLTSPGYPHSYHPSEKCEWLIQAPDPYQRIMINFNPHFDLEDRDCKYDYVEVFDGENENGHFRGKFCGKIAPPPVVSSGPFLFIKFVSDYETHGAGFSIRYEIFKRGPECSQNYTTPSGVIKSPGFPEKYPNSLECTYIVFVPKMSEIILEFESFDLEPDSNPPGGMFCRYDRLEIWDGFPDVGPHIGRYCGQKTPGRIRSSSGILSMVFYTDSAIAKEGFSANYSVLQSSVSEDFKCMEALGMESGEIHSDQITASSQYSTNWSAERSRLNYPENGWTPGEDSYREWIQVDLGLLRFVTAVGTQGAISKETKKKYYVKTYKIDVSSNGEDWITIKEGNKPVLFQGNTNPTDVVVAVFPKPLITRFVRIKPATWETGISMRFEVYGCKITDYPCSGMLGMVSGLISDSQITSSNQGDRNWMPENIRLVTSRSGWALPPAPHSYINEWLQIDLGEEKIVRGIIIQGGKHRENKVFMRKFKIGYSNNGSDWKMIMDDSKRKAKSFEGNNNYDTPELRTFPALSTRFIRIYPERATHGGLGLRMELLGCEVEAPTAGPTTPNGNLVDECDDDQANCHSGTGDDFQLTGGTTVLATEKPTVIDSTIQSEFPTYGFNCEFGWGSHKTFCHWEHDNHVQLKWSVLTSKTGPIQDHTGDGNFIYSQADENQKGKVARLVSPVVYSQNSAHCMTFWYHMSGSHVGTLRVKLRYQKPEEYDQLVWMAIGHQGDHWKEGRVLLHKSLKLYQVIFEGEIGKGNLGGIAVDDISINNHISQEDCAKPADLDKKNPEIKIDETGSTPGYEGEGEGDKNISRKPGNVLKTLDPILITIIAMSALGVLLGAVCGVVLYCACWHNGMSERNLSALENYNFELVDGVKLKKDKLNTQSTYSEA
# Tb MetRS inh: Trypanosoma brucei MetRS inhibition; purified T. brucei MetRS, ATP depletion, Kinase-Glo luminescence; inhibition, % at 11.9 µM; 0.4% of 360,000 active; AID 624268;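 active = inhibition above a per-plate cutoff of the control wells' mean inhibition plus 3 SD, cut at about 5.5% in these data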;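 also: 0% = DMSO wells median and 100% = median of wells with control inhibitor compound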
#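 technique = Kinase-Glo luminescence, ATP depletion format | system = purified MetRS (methionyl-tRNA synthetase) enzyme from Trypanosoma brucei | timing = 15 min preincubation, 2 h reaction, all 25 °C | evaluation = percent inhibition versus plate control medians | dosing = single dose, 11.9 µM final nominal, 0.9% final DMSO | also added = substrates ATP, L-methionine and bulk Escherichia coli tRNA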
# SKN-1 inh: C. elegans SKN-1 inhibition | inhibition, % at 21.8 µM | C. elegans VP596 Pgst-4::GFP/RFP ratio, acrylamide-induced, 24 h | 0.49% of 360,000 active | AID 624304;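 active = interference check ratio from 0.5 to 1.5 plus GFP to RFP signal ratio inhibition reaching or exceeding a fixed threshold, cut at about 30% in these data, passing the limit was not always enough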; also: some compounds called inactive have numbers as strong as hits
# * marks the source's active call; other numbers are inactive results; . = no result given.
SMILES,MsrA act,MsrA inhibitor,FAS TE block,E coli Lon inh,PABP1 MLLE inh,MT1-MMP act inh,CendR NRP1 mod,Tb MetRS inh,SKN-1 inh
O=c1n(Cc2ccccc2)c(O)c2n1Cc1ccccc1N=C2c1ccccc1,-2,0.4,-6,-9,-1,1,18,-0.4,11
O=C(NCC1CCCO1)c1ccc(Cl)c(S(=O)(=O)Nc2ccccc2)c1 (stereo unspecified),-7,0.4,-2,14,2,3,-2,-0.6,2
Cc1ccccc1C1c2[nH]c3ccccc3c2CCN1Cc1cccn1-c1ncccn1 (stereo unspecified),-2,2.0,5,-4,-5,-16,-12,0.2,7
O=C(CNC(=O)c1ccc(Cl)cc1Cl)OCc1nnc(-c2ccccc2)o1,-4,0.3,0,-6,4,2,-2,-0.1,-1
COc1ccccc1N1N=C(C(=O)c2ccccc2)C2C(=O)N(c3ccc(Br)cc3)C(=O)C21 (stereo unspecified),-2,-0.3,41,0,-32,-27,16,-0.2,4
Cc1nn(C2CCS(=O)(=O)C2)c(C)c1CN(C)C(=O)c1ccc(Cl)cc1 (stereo unspecified),-7,1.3,-6,1,13,1,-4,-0.6,-13
COc1ccc(Cn2c(C)c(C)c(C#N)c2NC(=O)Nc2ccc(F)cc2)cc1,-1,-0.8,-10,-8,-11,4,-4,1.4,9
CCOC(=O)CN1C(=O)COc2ccc(Cl)cc21,-6,-0.1,-7,-3,0,-1,-7,-0.9,10
CCCCNS(=O)(=O)c1cccc(NC(=O)[C@@H]2O[C@H](CO)[C@H](O)[C@H](O)[C@H]2O)c1,2,0.8,-7,3,14,2,9,0.3,-9
CN1CCN(S(=O)(=O)c2cccc(C(=O)Nc3sccc3C#N)c2)CC1,-2,0.9,-17,-291,-83,-31,125,-0.2,15
COc1cc2c(cc1NC(=O)COC(=O)/C=C/c1ccccc1)oc1ccccc12,-4,1.3,-5,0,11,5,0,-0.4,10
COc1c(C)cc(C(O)c2ncc(-c3ccccc3F)[nH]2)cc1C (stereo unspecified),4,-0.1,-4,0,18,0,-5,-0.6,15
CCN(CC)CCCn1c2c(c(SCC(=O)Nc3ccc4c(c3)OCCO4)nc1=O)CCC2,3,-0.4,-5,1,-4,-4,4,-0.4,18
CCN(CC)c1ccc(/C=N/NC(=O)c2nnn(-c3nonc3N)c2C(C)C)c(O)c1,-4,3.5,21,3,8,0,6,0.0,11
CCCSc1nsc(SCCC)c1C#N,-8,0.1,8,-1,11,0,9,-0.8,6
CSc1nnc(-c2sccc2-n2cccc2)o1,-5,0.0,-1,-7,-15,4,11,0.0,-2
CCCCC[C@H](C)N1C[C@H](COCc2ccccc2)Oc2cc(N3CCC[C@H]3C(N)=O)ccc2S1(=O)=O,-5,1.9,20,2,.,-5,7,-0.8,-9
Cc1occc1C(=O)N=Nc1c(O)n(C)c2ccccc12,-1,0.4,1,7,11,18,4,-0.5,-12
N#C/C(=C\C=C\c1ccccc1)C(=O)Nc1ccccc1,-4,1.2,8,-11,4,-1,0,-0.5,11
CC1(C)CC(=O)C(C(c2ccccc2F)C2C(=O)CC(C)(C)CC2=O)C(=O)C1,-1,0.4,-5,-7,20,0,-15,0.2,9
COc1ccc(C)cc1NC(=O)CO/N=C(\N)CC(=O)Nc1ccccc1OC,-4,0.1,-3,-15,-22,-7,-16,-0.1,-6
C=CCSc1nc2c(c(=N)n1CC=C)C1CCCC1S2 (stereo unspecified),0,1.0,19,1,10,-2,-1,-0.6,-15
Cc1ccc(C)c(-n2ccnc2SCC(=O)Nc2cccc(S(=O)(=O)NC3=NCCC3)c2)c1,-1,0.0,-5,10,-8,-4,1,-0.4,0
Cc1ccc([N+](=O)[O-])cc1NC(=O)C1CCCC1,-1,1.0,15,-8,7,-2,-4,-0.1,7
O=C1CC(=O)Nc2cc(S(=O)(=O)N3CCOc4ccccc43)ccc2N1,-2,0.2,-4,-1,-7,1,-1,0.3,4
O=C(CC1OCC2CCCN2C1=O)Nc1ccc([N+](=O)[O-])cc1 (stereo unspecified),-2,3.1,0,-4,2,2,5,0.0,6
O=C(CSc1nc(-c2ccco2)cc(C(F)(F)F)n1)NCCN1CCOCC1,-3,4.0,-9,-5,0,-3,0,-0.5,3
COc1ccc(S(=O)(=O)Nc2ccc3c(c2)C(=O)N([C@H](C)CO)C[C@H](C)[C@@H](CN(C)S(=O)(=O)c2cccs2)O3)cc1,-8,-1.5,-3,9,14,0,6,-0.5,-8
COc1cccc(C(NC(C)=O)c2nc(-c3cccc(O)c3)cs2)c1 (stereo unspecified),-5,1.2,0,-7,-1,2,-4,0.7,-12
Cc1cc(=O)oc2c(C)c(OC(C)C(=O)NCCCn3ccnc3)ccc12 (stereo unspecified),-7,0.3,-3,2,-2,2,-3,-0.9,-9
S=c1[nH]nc(COc2ccc(Cl)cc2)n1-c1ccc(Cl)cc1,3,-0.1,8,0,-35,5,6,-0.1,0
CC1=CCC2C(=O)N(c3cccc(C(=O)Nc4ccccc4Cl)c3)C(=O)C2C1 (stereo unspecified),-2,-0.9,3,-6,16,-3,-11,-0.2,13
N=c1n(CCN2CCCC2)c2ccccc2n1CC(O)c1ccc(Cl)c(Cl)c1 (stereo unspecified),0,0.2,2,5,0,2,-2,1.1,2
CCC(C)C1NC(=S)N(C2CCCCC2)C1=O (stereo unspecified),0,-0.2,0,0,2,-3,-6,-0.2,3
Cc1nc2c(S(=O)(=O)c3ccccc3)cnn2c(C)c1C,-3,0.3,1,3,5,6,10,0.1,-7
S=C(c1ccc(-c2ccccc2)o1)N1CCCCC1,-2,0.6,23,4,20,3,6,-0.5,19
O=C(NC1CCCCC1)c1ccc(COCC(F)(F)F)o1,-3,0.7,-6,3,0,-18,1,0.1,-7
CC(C)N(C(=O)[C@H]1CC(CC(=O)NCCCn2ccnc2)C(=O)N2CCc3c([nH]c4ccccc34)[C@]12C)C(C)C (stereo partly specified),-10,0.1,-12,-1,-3,.,-3,-1.7,15
CN(C)C(=O)NC(Nc1ccc(Cl)cc1Cl)C(Cl)(Cl)Cl (stereo unspecified),-1,1.6,12,0,2,-11,8,0.0,10
Cc1ccc(N2CC(=O)N(NC(=O)c3sc4nc(C)cc(C)c4c3N)CC2=O)cc1,-5,0.8,-3,13,7,0,13,-0.1,-4
C=CCn1c(Oc2ccccc2F)nc2c1c(=O)n(C)c(=O)n2C,-6,-0.9,4,10,3,-11,4,-1.1,18
Cn1c(N)c(C(=O)COC(=O)/C=C/c2ccccc2Cl)c(=O)n(C)c1=O,-2,0.4,-1,-8,10,-4,-5,0.1,-1
CCOC(=O)c1cc(-c2ccccc2)n(CC(=O)Nc2cc(OC)cc(OC)c2)c1C,3,2.6,20,-7,11,-4,-14,0.2,4
CC(=O)c1cccc(OCc2cc(C(=O)N(C)Cc3cnccn3)no2)c1,-4,-0.9,-2,-4,4,1,8,-0.1,14
CC(=O)c1cn(-c2ccc(Cl)cc2)c(=O)n(Cc2ccc(F)cc2)c1=O,-2,1.2,21,7,8,-2,-2,0.2,-2
COc1nc(N)nc(CC(=O)C2CC2)n1,-2,-0.2,-7,-8,-7,3,-6,-0.2,-3
CC(=O)N1CCc2cc(Br)cc(S(=O)(=O)N3CCCCCC3)c21,0,-0.8,22,5,10,7,12,0.0,-2
O=C(NCc1ccc(Cl)cc1)C(=O)c1c[nH]c2ccccc12,-3,1.0,9,-3,-14,-5,2,1.5,8
Cc1ccc(Sc2ccc(N)cn2)cc1,-5,0.8,-3,-11,11,3,-4,-0.5,6
O=C(CCNS(=O)(=O)c1ccc(Br)cc1)NCc1ccco1,-8,0.4,-3,-5,5,-2,4,-0.3,3
COc1nc(OC)nc(N2CCC(C(=O)Nc3cccc4c3CCCC4)CC2)n1,-12,-0.5,-5,0,2,6,4,-0.8,-17
CC(C)(C)c1ccc(C(=O)N2CCC2(C)C(=O)Nc2cccc(C#N)c2)cc1 (stereo unspecified),-1,-1.8,65*,1,0,-4,-4,1.6,14
CCOc1cc(C2C(C(=O)OC)=C(C)N=C3SC(C)C(=O)N32)ccc1OC(C)=O (stereo unspecified),-2,0.0,-9,5,30,2,13,-0.5,11
CCCCC[C@@H](C)N1C[C@@H](COCc2ccccc2)Oc2cc(N3CCC[C@@H]3CO)ccc2S1(=O)=O,-7,2.4,19,6,.,-2,-1,-1.2,2
Cc1ccc(C)c(C(=O)Cn2c(NCCO)nc3ccccc32)c1,-5,0.1,-5,-2,-1,-5,-13,-0.5,-1
Cc1ccc(S(=O)(=O)NCC2(c3ccccc3)CCN(C)CC2)cc1,-9,0.8,-3,0,-11,0,-2,-0.1,-20
COCCNC(=O)CN1CCN(C(c2ccccc2)c2ccccc2)CC1,-3,-0.7,-6,-5,1,0,-7,-0.3,-6
CC(C)Cn1c(SC(C)C(=O)NCC2CCCO2)nc2ccc(Cl)cc2c1=O (stereo unspecified),-6,-0.3,8,7,4,0,-9,-0.6,-12
COc1cccc(OC)c1C(=O)N1CCN(Cc2cccnc2)CC1,-4,0.0,-8,-8,4,-3,2,-0.2,-16
Cc1cc(C)nc(NC(=O)c2ccc([N+](=O)[O-])o2)n1,1,0.3,-6,-2,11,3,-5,-0.1,8

# Later entries.
SMILES,MsrA act,MsrA inhibitor,FAS TE block,E coli Lon inh,PABP1 MLLE inh,MT1-MMP act inh,CendR NRP1 mod,Tb MetRS inh,SKN-1 inh
O=C(Nc1ccc(F)cc1)N(Cc1nnc2n1CCCCC2)c1ccccc1,-3,-1.5,-6,-8,-6,-2,-4,-0.3,4
CCOC(=O)C1=CCC2C(=O)N(C3CCCCC3)C(=O)C12 (stereo unspecified),1,-0.7,2,-1,5,1,8,-0.8,16
CCC(C(=O)NCC1CCCO1)N(Cc1ccccc1)C(=O)CNS(=O)(=O)c1ccccc1 (stereo unspecified),-4,-0.4,-2,-2,-5,2,7,0.0,-3
CCOC(=O)/C(C#N)=C/c1cc(C)n(-c2ccc(C)cc2)c1C,0,2.5,12,-8,-12,-1,-3,-0.4,9
Cc1cc(NC(=O)C(C)Sc2nc(-c3ccccc3)cc(=O)[nH]2)no1 (stereo unspecified),1,0.5,-4,7,-2,1,12,0.1,-3
COC(=O)C1=CN(Cc2ccc(OC)cc2)C=C(C(=O)OC)C1c1ccc(O)c(OC)c1,-5,0.5,0,9,19,1,0,-0.5,2
O=C(CCCc1nc2ccccc2s1)Nc1ccc(N2CCOCC2)cc1,0,-0.5,-2,-2,-4,3,3,0.2,-1
CCc1cccc(Nc2cc(C)nc3nc(C)nn23)c1,-1,0.2,-3,8,2,-3,-13,-0.5,-9

# Compound activity deposited in PubChem BioAssay by several laboratories.
